Compound activity (PubChem BioAssay)
Caspase-7 inhib – blocks human caspase-7 allosterically or competitively; P55210; recombinant caspase-7, Ac-DEVD-AFC fluorescence rate; Potency, µM (titrated, usually from 57.5 µM), inactives show at the highest dose activity change, negative = inhibition, actives largely listed as inhibitors; hit rate 0.02% among 75,000; AID 889; active means well fitted inhibition curve with a large enough effect in the main read-out, with a control signal flat, not every such curve was filed as active; inconclusive means small, poorly fitted or top-dose-only effect, or a change in a side signal; further: potency means the concentration at half of the fitted maximal effect; % of control where 0% means no effect
Fluorescein autfl – fluorescein region autofluorescence | Compound autofluorescence, 480/540 nm, fluorescein-equivalent; stronger effect = higher value | hit rate 0.91% among 59,000 | max fluorescein-equivalent concentration, M; in the data active means max fluorescein-equivalent concentration above about 10 nM; inconclusive means between about 1.1 nM and that limit
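Compounds (23 nL) in 100 mM Tris pH 8.0, 15 min at room temperature, then fluorescence read at 480 nm excitation/540 nm emission. Signal converted to fluorescein-equivalent concentration from an on-plate fluorescein standard curve.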
Rhodamine autofl – rhodamine region autofluorescence; Rhodamine-region fluorescence, 547/598 nm, Tris buffer; stronger effect = higher value; max dye-equivalent concentration, M; hit rate 0.05% among 59,000; AID 594; in the data active means max dye-equivalent concentration above about 11 nM; inconclusive means between about 1.1 nM and that limit
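A six-point rhodamine series on each plate calibrates the signal. Compounds sit in 100 mM Tris (pH 8.0) for 15 min at ambient temperature before imaging through 547 nm/598 nm filters.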
USP2a inhib – USP2a (human) protease inhibition | USP2a enzymatic assay, qHTS inhibition | Potency, µM (doses to about 38.3 µM), for inactives: at the top dose activity change, negative = inhibition, usual class: inhibitors | hit rate 0.1% among 60,000 | AID 927;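 further: potency means the concentration at half of the fitted maximal effect; nearly all actives have a fitted effect of over 60% in size; plate controls were DMSO for no effect and NEM full inhibition control for full effect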
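Coupled readout: USP2-cleaved Ub-PLA2 (20nM final) turns over NBD C6-HPC (20uM final), Ex 460nm/Em 535nm after 2.5 h, time-zero read flagging artifacts. Enzyme (20nM final, pH 8.0 Tris) given 30 min RT with compound first; NEM defines full inhibition.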
BRCT PPI green – BRCA1 BRCT-phosphoprotein interaction inhibition | hit rate 0.05% among 75,000 | BRCA1 BRCT-phosphopeptide binding, green fluorescence polarization | P38398 | AID 875 | Potency, µM (titrated, usually from 76.9 µM), inactives show at the highest dose activity change, negative = inhibition, actives largely listed as inhibitors;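 further: potency means the concentration at half of the fitted maximal effect; plate controls were peptide without protein for full effect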
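Fluorescence polarization: His-tagged BRCT (~35 kDa BRCA1 C-terminus, 250 nM) bound to 100 nM fluorescein-labeled phosphorylated 10-aa BACH1 peptide, pH 7.3 phosphate buffer with DTT and Tween 20. Compounds incubated 12 min at room temperature; inhibition read as lowered polarization.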
TexasRed autofl – Texas Red region autofluorescence | hit rate 0.06% among 59,000 | Compound fluorescence, Texas Red channel, 547/618 nm; stronger effect = higher value | max dye-equivalent concentration, M; in the data active means max dye-equivalent concentration above about 10 nM; inconclusive means between about 1.1 nM and that limit
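Texas Red-region profiling: compounds in 100 mM Tris pH 8.0 were read at 547/618 nm after 15 min at room temperature. Intensities were normalized against a six-point Texas Red standard series to give dye-equivalent concentration.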
HEK293 cAMP ctrl – parental HEK293 cAMP activation (counter-screen). parental HEK293 CNG cAMP sensor, membrane potential fluorescence. Potency, µM (highest dose often 57.1 µM), without a hit: at the top dose activation, usual class: activators. hit rate 2.5% among 73,000. AID 938; further: potency means the concentration at half of the fitted maximal effect; % of control where 0% means no effect; nearly all actives have a fitted effect of over 55% in size
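Parental HEK 293 cells stably expressing a cAMP-gated CNG channel were loaded with membrane potential dye containing 100 uM RO 20-1724 for 60 min. Compound added for 30 min; depolarization read as fluorescence intensity at 590 nm.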
4-MU autofl – 4-MU region autofluorescence | max dye-equivalent concentration, M | AID 589 | compound autofluorescence, 340/450 nm, 4-MU equivalents; stronger effect = higher value | hit rate 11% among 59,000; in the data active means max dye-equivalent concentration above about 10 nM; inconclusive means mostly about 1.1 nM to 9.6 nM
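Compounds in 100 mM Tris, pH 8.0, sat 15 min at room temperature before fluorescence was read at 340 nm excitation/450 nm emission; a per-plate six-point 4-MU standard curve converted signals to dye-equivalent concentration at each compound concentration.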
BRCT inh red – BRCT-phosphoprotein interaction inhibition (red fluorophore) | hit rate 0.03% among 75,000 | BRCT-phosphopeptide binding, red fluorescence polarization | AID 892 | P38398 | Potency, µM (top dose mostly 76.9 µM), inactives show top-dose activity change, negative = inhibition, actives largely listed as inhibitors; further: on the % scale 0 is the no-effect control and ±100 the full control effect
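Fluorescence polarization: 100 nM His-tagged BRCA1 BRCT with 100 nM TAMRA-labelled phospho-BACH1 decapeptide, phosphate buffer pH 7.3 with 150 mM NaCl, DTT, 0.01% Tween 20; 12 min RT. Binding inhibition seen as FP decrease.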
A350 fluor – compounds fluorescent in Alexa 350 spectral region | Compound autofluorescence, 340/450 nm, Alexa 350 dye-equivalents; stronger effect = higher value | max dye-equivalent concentration, M | hit rate 11% among 59,000 | AID 590; in the data active means max dye-equivalent concentration above about 10 nM; inconclusive means mostly about 1.1 nM to 9.6 nM
Caspase-1 inhib – caspase-1 (human) inhibition, allosteric or competitive | Potency, µM (highest dose often 57.5 µM), without a hit: at the top dose activity change, negative = inhibition, usual class: inhibitors | hit rate 0.03% among 75,000 | P29466 | Caspase-1 enzyme, Ac-WEHD-AFC fluorogenic rate | AID 900;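 further: potency means the concentration at half of the fitted maximal effect; plate controls were vehicle for no effect and no substrate for full effect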
An asterisk follows results filed as active; i = inactive; ? = inconclusive; . = not tested or not shown; & = joins results of further samples; [ ] = dose if it differs, or a comment. Unless noted, the call rests on the fitted dose curve; in most records, active means well fitted curve in the direction sought with a large enough effect; inconclusive means small, poorly fitted or top-dose-only effect, or another doubt; inactive means no such curve, though single readings can be large; an effect the other way counts as inactive or inconclusive. The list is partial; rates above refer to the full screens.

SMILES	Caspase-7 inhib	Fluorescein autfl	Rhodamine autofl	USP2a inhib	BRCT PPI green	TexasRed autofl	HEK293 cAMP ctrl	4-MU autofl	BRCT inh red	A350 fluor	Caspase-1 inhib
Cc1nnc(SCCc2ccccc2)[nH]c1=O	1%	i	i	2%	-1.6%	i	21%	i	1.8%	i	-2%
CCNC(=O)NC(=O)C(C)Oc1ccc(C(=O)OC)cc1 (stereo unspecified)	0%	i	i	2%	1.9%	i	2%	i	0.2%	i	-1%
CCC(=O)Nc1cccc(NC(=O)CSc2nnnn2C2CCCC2)c1	1%	?	i	0%	-0.5%	i	12%	i	-0.7%	i	1%
CC12CC(NC(=O)N1CCc1ccccc1)c1ccccc1O2 (stereo unspecified)	-1%	i	i	11%	-1.3%	i	15%	i	1.5%	?	2%
CN(CC(=O)NCCC1=CCCCC1)S(=O)(=O)c1ccc2c(c1)CCC(=O)N2	-2%	.	.	.	2.6%	.	2%	.	-2.2%	.	2%
CC(C)N1CCC2(CC1)N=C(c1ccc3c(c1)OCO3)CC(c1cc(Cl)ccc1O)N2 (stereo unspecified)	-9%	i	i	36%[activator]	-0.3%	i	-5%	i	-1.2%	i	-5%
Cc1nc2nc3c(cn2n1)C(=O)CC(C)(C)C3	0%	i	i	2%	-2.2%	i	5%	i	1.3%	i	2%
COc1ccc(NC(=O)c2cc(=O)c3ccccc3o2)cn1	-8%	?	i	-3%	-2.4%	i	-13%	i	-0.9%	i	-12%
CCOC(=O)CCc1c(C)c2ccc(OCc3nn[nH]n3)cc2oc1=O	-1%	i	i	-3%	0.3%	i	?	3.2e-08M*	-1.8%	4e-08M*	-2%
O=C(Nc1ccc(-n2nncc2-c2ccco2)cc1)c1cccc(F)c1	-3%	i	i	31%[activator]	-2.1%	i	?	i	-0.1%	i	0%
CCOc1ccc2[nH]c(=O)c(C(c3nnnn3C3CCCCC3)N3CCN(CC)CC3)cc2c1 (stereo unspecified)	-13%	i	i	18%	-4.1%	i	6%	6.2e-07M*	-0.3%	4.4e-07M*	-14%
O=C(CN(c1ccc(F)cc1)S(=O)(=O)c1ccc2c(c1)OCCO2)NCc1ccccn1	-1%	i	i	16%	2.9%	i	1%	2.5e-07M*	0.4%	3.4e-07M*	-3%
COc1ccc(C(=O)N2CCC3(CCCN(C(=O)NC(C)C)C3)CC2)cc1	1%	i	i	10µM*	-3.2%	i	-1%	i	1.1%	i	0%
CCCC(NC(=O)c1ccccc1)c1nc2ccccc2n1Cc1ccc(C(=O)OC)o1 (stereo unspecified)	-1%	i	i	8%	-2.2%	?	?	i	-1.3%	i	-1%
O=C(CCc1ccccc1)OCCN1CCOCC1	0%	?	i	4%	-0.2%	i	2%	i	-0.4%	i	0%
O=C(CC12CC3CC(CC(C3)C1)C2)N1CCCOC1	4%	i	i	-3%	-3.3%	i	?	i	-0.3%	i	0%
CN(/N=C\c1ccccc1O)c1ccc2ccccc2n1	0%[11.5 µM]	i	i	.	-4.6%[15.4 µM]	i	-6%[11.4 µM]	i	0.2%[15.4 µM]	i	-1%[11.5 µM]
O=C(CSc1nnc(CNC(=O)c2c(F)cccc2Cl)o1)Nc1ccc2c(c1)OCCO2	0%	i	i	4%	0.3%	i	-2%	i	-1.0%	i	2%
COc1cc(/C=C/C(=O)O)cc(OC)c1OC	1%	.	.	-4%	-2.1%	.	.	.	0.8%	.	1%
O=C(Oc1ccccc1)c1ccccc1O	-2%	.	.	.	-1.6%	.	22%	.	-3.9%	.	-4%
O=C(COC(=O)c1ccccn1)Nc1cc(Cl)ccc1Cl	-2%	i	i	6%	-1.7%	i	-5%	i	0.2%	i	0%
Cn1cccc1C(=O)N1CCC[C@@]2(CCN(c3cccc(-c4ccccc4)c3)C2)C1	-4%	i	i	116%[activator]	-3.5%	i	17%	i	0.4%	i	-7%
CCN(CC)c1ccc(NC(=O)Cn2cc3c(n2)CCC(C)C3)c(C)c1 (stereo unspecified)	-8%	.	.	.	-2.9%	.	2%	.	-1.3%	.	3%
CC(C)NC(=O)c1cc2c(-c3ccc(Cl)cc3)nn(C)c2s1	3%	.	.	.	-2.1%	.	4%	.	-0.3%	.	1%
CCCCC1CN2C(CCC(C)C2c2ccc(Br)cc2)C(=O)O1 (stereo unspecified)	1%&-1%&0%[11.5 µM]	.	.	.	0.1%&-0.9%&-1.4%[15.4 µM]	.	15%&24%&28%[11.4 µM]	.	-0.5%&-0.6%&1.3%[15.4 µM]	.	-1%&0%&-1%[11.5 µM]
COc1ccc(CNc2nc(-c3cccc(NS(C)(=O)=O)c3)nc3ccccc23)c(OC)c1	-6%	i	i	?	1.3%	i	?	i	-3.3%	i	-6%
O=C(/C=N\O)NCCCNCc1ccccc1	0%	.	.	1%	0.3%	.	-1%	.	0.8%	.	1%
N#Cc1nc(COc2ccc(F)cc2)oc1NCCN1CCOCC1	-1%	i	i	29%	-4.0%	i	14%	i	-2.0%	i	0%
CN1CC2(C(=O)c3ccccc3)CN(C)CC(C(=O)c3ccccc3)(C1)C2	-1%	i	i	2%	-1.2%	i	17%	1.2e-08M*	-1.5%	1.1e-08M*	-1%
Cc1cc(C)n(CCOc2ccc(Cl)cc2Cl)n1	-1%	i	i	10%	0.1%	?	-3%	i	-0.1%	i	-4%

No new results follow: entries from further up.
SMILES	Caspase-7 inhib	Fluorescein autfl	Rhodamine autofl	USP2a inhib	BRCT PPI green	TexasRed autofl	HEK293 cAMP ctrl	4-MU autofl	BRCT inh red	A350 fluor	Caspase-1 inhib
O=C(COC(=O)c1ccccn1)Nc1cc(Cl)ccc1Cl	-2%	i	i	6%	-1.7%	i	-5%	i	0.2%	i	0%
Cn1cccc1C(=O)N1CCC[C@@]2(CCN(c3cccc(-c4ccccc4)c3)C2)C1	-4%	i	i	116%[activator]	-3.5%	i	17%	i	0.4%	i	-7%
CCN(CC)c1ccc(NC(=O)Cn2cc3c(n2)CCC(C)C3)c(C)c1 (stereo unspecified)	-8%	.	.	.	-2.9%	.	2%	.	-1.3%	.	3%

Continued.
SMILES	Caspase-7 inhib	Fluorescein autfl	Rhodamine autofl	USP2a inhib	BRCT PPI green	TexasRed autofl	HEK293 cAMP ctrl	4-MU autofl	BRCT inh red	A350 fluor	Caspase-1 inhib
O=C(O)c1c(Cl)c(Cl)c(Cl)c(Cl)c1C(=O)N1CCOCC1	1%	i	i	-3%	-2.6%	i	13%	i	0.9%	i	-3%
O=c1cc(-c2ccccc2Cl)c2c([nH]1)CCC2	-14%	.	.	.	0.0%	.	24%[11.4 µM]	.	-2.5%	.	-1%
O=C1CC(c2ccccc2)CC(O)=C1C=NCc1ccco1 (stereo unspecified)	2%	i	i	0%	-1.5%	i	6%	i	0.3%	i	0%
COc1ccc(N(C(=O)COc2ccccc2)C2C=CS(=O)(=O)C2)cc1 (stereo unspecified)	0%	?	i	3%	-0.5%	i	-3%	i	-1.9%	i	0%
Cc1ccccc1C(=O)NC1CCN(Cc2nnnn2Cc2ccccc2)CC1	0%	?	i	-10%	0.5%	i	-11%	i	-0.5%	i	2%
CC(=O)N=c1sc2ccccc2n1C	3%	i	i	-3%	-2.3%	?	7%	i	-1.2%	i	2%
CC(C)C(NS(=O)(=O)c1ccc(Br)s1)C(=O)O (stereo unspecified)	0%	i	i	-3%	-0.9%	i	2%	i	-0.3%	i	0%
O=C(Cn1cc2c(n1)CCCCC2)N1CCc2ccccc2C1	0%	.	.	.	-0.3%	.	?	.	0.0%	.	-2%
O=C(C1CCCN(Cc2ccccc2Br)C1)N1CCCCC1 (stereo unspecified)	1%	i	i	7%	-0.6%	i	?	i	1.0%	?	0%
Cc1nc2c(-c3ccc(F)cc3)c(C)nn2c(C)c1CCC(=O)NC(C)CCc1ccco1 (stereo unspecified)	-5%	.	.	.	-2.1%	.	31%	.	0.9%	.	-4%
COc1ccc(CNC(=O)C2CC(=O)N(c3ccc(OCC(=O)N4CCCCC4)cc3)C2)cc1 (stereo unspecified)	-1%	?	i	4%	-2.9%	i	-1%	i	-0.3%	i	1%
CCCCNc1nc(SC)nc2nc[nH]c12	1%[11.5 µM]	i	i	.	-0.6%[15.4 µM]	i	-3%[11.4 µM]	i	-0.8%[15.4 µM]	i	-2%[11.5 µM]
Cn1c(=O)n(CC(=O)NC2CCCCC2)c(=O)c2ccccc21	0%	i	i	5%	-1.7%	i	?	i	0.6%	i	2%
O=S(=O)(c1ccc(N2CC=C(c3ccccc3)CC2)nc1)N1CCCC1	-8%	?	i	25%	0.6%	i	?	i	0.7%	i	-4%
CCN(CC(=O)Nc1ccccc1C(=O)OC)S(=O)(=O)c1ccc(OC)cc1	-2%	i	i	3%	-1.3%	i	11%	i	-0.1%	i	-1%
COc1ccccc1N1CCN(C(=O)C2CCN(S(=O)(=O)c3ccccc3)CC2)CC1	-1%	.	.	24%	-2.9%	.	-4%	.	1.3%	.	-1%
CCCS(=O)(=O)N1CCCC(C(=O)NCc2cccnc2)C1 (stereo unspecified)	3%	i	i	-3%	-1.5%	i	16%	i	-1.1%	i	0%
O=C(NC1CCSC1=O)c1ccc(Cl)cc1 (stereo unspecified)	0%	.	.	-3%[7.66 µM]	1.4%	.	3%[11.4 µM]	.	-0.9%	.	0%
